EPAC2 agonist: qHTS for Agonist of cAMP-regulated guanine nucleotide exchange factor 4 (EPAC2): primary screen; EPAC2 activation, biochemical qHTS; response scale: 100% = 6.5 mM cAMP response; Potency, µM (top dose mostly 154 µM), without a hit: at the top dose activation, usual class: activators; actives 0.079% (n = 360,000); note: potency is the fitted concentration of half-maximal effect; nearly all actives have a fitted effect of over 50% in size
Target sequence (Q8WZA2 whole entry, looked up): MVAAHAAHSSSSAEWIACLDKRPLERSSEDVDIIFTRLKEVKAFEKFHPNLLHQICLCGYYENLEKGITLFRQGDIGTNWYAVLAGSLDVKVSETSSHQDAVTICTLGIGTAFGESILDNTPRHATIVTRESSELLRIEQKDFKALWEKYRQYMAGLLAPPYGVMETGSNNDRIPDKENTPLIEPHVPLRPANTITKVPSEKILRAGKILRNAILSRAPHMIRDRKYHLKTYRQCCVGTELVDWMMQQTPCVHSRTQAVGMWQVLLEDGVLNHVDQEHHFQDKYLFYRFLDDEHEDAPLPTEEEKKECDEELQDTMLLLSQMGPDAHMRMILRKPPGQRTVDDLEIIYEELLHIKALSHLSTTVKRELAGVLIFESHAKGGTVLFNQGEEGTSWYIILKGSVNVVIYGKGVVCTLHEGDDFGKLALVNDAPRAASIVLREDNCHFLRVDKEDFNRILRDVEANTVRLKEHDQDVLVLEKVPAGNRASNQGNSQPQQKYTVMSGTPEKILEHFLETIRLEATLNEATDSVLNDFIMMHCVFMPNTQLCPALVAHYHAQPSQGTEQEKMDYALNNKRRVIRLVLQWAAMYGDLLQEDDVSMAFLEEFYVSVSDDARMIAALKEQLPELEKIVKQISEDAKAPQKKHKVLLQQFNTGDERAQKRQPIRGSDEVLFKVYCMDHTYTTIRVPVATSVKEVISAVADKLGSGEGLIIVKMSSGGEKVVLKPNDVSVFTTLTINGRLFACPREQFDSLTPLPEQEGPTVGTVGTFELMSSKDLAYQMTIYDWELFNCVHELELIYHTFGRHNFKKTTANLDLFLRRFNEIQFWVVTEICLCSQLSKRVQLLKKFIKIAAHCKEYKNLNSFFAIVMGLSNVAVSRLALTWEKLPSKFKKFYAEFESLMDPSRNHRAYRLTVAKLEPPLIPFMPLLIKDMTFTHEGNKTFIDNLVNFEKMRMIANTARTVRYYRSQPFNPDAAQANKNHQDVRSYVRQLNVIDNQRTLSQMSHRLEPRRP
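Compounds were titrated in qHTS against a Rap1B-BODIPY-GDP (250 nM) complex with EPAC2 (100 nM) and GDP (50 uM). BODIPY-GDP release tracked at 480/540 nm over 30 min at room temperature, normalized to 6.5 mM cAMP.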
EPAC1 antagonist: qHTS for Antagonist of cAMP-regulated guanine nucleotide exchange factor 3 (EPAC1): primary screen; Rap guanine nucleotide exchange factor 3 (Homo sapiens), O95398; EPAC1 GEF assay, Rap1b-BODIPY-GDP exchange fluorescence; Potency, µM (titrated, usually from 115 µM), inactives show at the top dose activity change, negative = inhibition, hits mostly inhibitors; actives 0.14% (n = 360,000);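 note: potency is the fitted concentration of half-maximal effect; plate controls were vehicle for no effect and positive control for full effect; nearly all actives have a fitted effect of over 50% in size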
CCT chaperon mod: High-Throughput Screening for Modulators of Cytosolic Chaperonin Activity; purified chaperonin ATPase assay, HTRF ADP detection, 30 min; activity change, % (test concentration not listed), hits read low; actives 0.3% (n = 360,000); AID 651819, 2012; in the data active = activity change below about -30%; note: % is set by controls: 0 for no effect and ±100 for the full control effect
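Enzyme 40 or 20 nM (batch-dependent) in Tris pH 7.4/KCl/MgCl2/DTT; cpd 76 uM single point; ATP 10 uM; 30 min 37 °C; Transcreener ADP HTRF detection, 30 min RT; ratio 665/615.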
PLK1 PBD inh: qHTS for Inhibitors of PLK1-PDB (polo-like kinase 1 - polo-box domain): Primary Screen; Serine/threonine-protein kinase PLK1 (Homo sapiens), P53350; Plk1 PBD binding of FITC phosphopeptide, fluorescence polarization; Potency, µM, for the others: max response, negative = inhibition, actives largely listed as inhibitors; actives 2.8% (n = 360,000); AID 720504, 2013; note: potency is the fitted concentration of half-maximal effect; series mostly up to about 57 µM; % is set by controls: 0 for no effect and ±100 for the full control effect; nearly all actives have a fitted effect of over 65% in size
IL2 activator: qHTS of IL-2 Activators; actives 0.065% (n = 360,000); activation, % (series mostly up to about 46 µM); IL-2 activation reporter assay, cell-based qHTS; stimulated with anti-CD3/CD4/CD28 beads; in transgenic mouse T cells; AID 652025, 2013; in the data active = activation above about 50%; inconclusive = mostly about 30% to 49%; note: 0% is about no effect
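Unstimulated transgenic mouse T cells preincubated 60 min with compound, then stimulated with anti-CD3/anti-CD4-coated beads plus anti-CD28 for 18 h at 37 degrees C. IL-2 response read as EGFP and DsRed fluorescence by plate cytometry.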
WRN helicase inh: qHTS for Inhibitors of WRN Helicase. Potency, µM (series often up to 114 µM), inactives show top-dose activity change, negative = inhibition, hits mostly inhibitors. actives 0.46% (n = 360,000). WRN helicase unwinding, fluorescent forked duplex, kinetic. Bifunctional 3'-5' exonuclease/ATP-dependent helicase WRN (Homo sapiens), Q14191; note: potency is the fitted concentration of half-maximal effect; % is set by controls: 0 for no effect and ±100 for the full control effect; nearly all actives have a fitted effect of over 55% in size
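Kinetic red-fluorescence monitoring (525/598 nm) tracks WRN helicase activity after 100 nM fluorophore-quencher forked duplex and 2 mM ATP are added to 20 nM enzyme pretreated 15 min at room temperature with compound.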
PI5P4Ka inh: qHTS for Inhibitors of phosphatidylinositol 5-phosphate 4-kinase (PI5P4K); Phosphatidylinositol 5-phosphate 4-kinase type-2 alpha (Homo sapiens), P48426; PI5P4Kalpha enzyme, ADP-Glo luminescence, 60 min; hits give low values; max response, %; actives 1.2% (n = 330,000); AID 652105, 2013; active = max response of -50% or lower; inconclusive = between -30% and -50%; inactive = -30% or higher; note: value at the top dose of about 77 µM; % is set by controls: 0 for no effect and ±100 for the full control effect
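Controls without substrate or without enzyme flank wells where PI5P4Kalpha converts substrate using 5 microM ATP (final). Incubation lasts 60 minutes at room temperature; ADP formed is read by ADP-Glo luminescence.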
EPAC1 agonist: qHTS for Agonist of cAMP-regulated guanine nucleotide exchange factor 3 (EPAC1): primary screen; Rap guanine nucleotide exchange factor 3 (Homo sapiens), O95398; EPAC1 agonist qHTS, biochemical assay; response scale: 100% = response to 6.5 mM cAMP; actives 0.073% (n = 360,000); Potency, µM (top dose mostly 154 µM), for inactives: at the highest dose activation, hits mostly activators; note: potency is the fitted concentration of half-maximal effect; nearly all actives have a fitted effect of over 60% in size
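Nucleotide exchange assay: 100 nM EPAC1 with 250 nM Rap1B loaded with BODIPY-GDP and 50 uM GDP, room temperature. Fluorescence (480/540 nm) read every 5 min for 30 min; signal change normalized to 6.5 mM cAMP as full agonist.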
Active calls of the source: *; ? = inconclusive; / = no result given; [ ] = dose if it differs, or a comment. Unless noted, calls come from the whole dose curve; as a rule, active = well fitted curve in the direction sought with a large enough effect; inconclusive = small, poorly fitted or top-dose-only effect, or another doubt; inactive = no such curve, though single readings can be large; an effect the other way counts as inactive or inconclusive. An excerpt, so the mix of outcomes need not match the whole.

Structure	EPAC2 agonist	EPAC1 antagonist	CCT chaperon mod	PLK1 PBD inh	IL2 activator	WRN helicase inh	PI5P4Ka inh	EPAC1 agonist
NC(=O)C1CCN(c2nc(-c3cc4ccccc4o3)cs2)CC1	7%	1%	/	/	-2.8	/	/	3%
CC[n+]1c(C)sc2c3ccsc3ccc21	-2%	2%	0.7	-20%	-5.9	?	?	-13%
O=C(O)CCC(=O)Nc1nc2nccc(-c3ccccc3)n2n1	6%	-9%	-2.5	4%	-1.5	-1%	-17	1%
COc1ccc(C(=O)N(C)C2CCN(C)CC2)cc1S(=O)(=O)Nc1cc(Cl)ccc1Cl	-4%	-19%	1.5	1%	0.0	2%	-1	-11%
CC1CCN(CCC(=O)Nc2ccc3c(c2)CCC3)CC1	10%	-9%	1.1	-9%	-2.4	-1%	/	6%
CCC1CCCCN1CCCNC(=O)CC1Oc2ccc(C)cc2NC1=O (configuration not stated)	0%	0%	-0.2	-21%	0.2	4%	2	1%
O=C1COc2cc(ccc2[N+](=O)[O-])Oc2ccc(cc2Cl)C(=O)CCCCO1	9%	-10%	-4.1	-4%	-0.9	5%	0	-8%
CN(CCc1cn[nH]c1)C(=O)C1CCC(=O)N(CC2CCCCC2)C1 (configuration not stated)	-3%	-9%	2.0	0%	-0.1	4%	-9	-1%
COc1ccccc1C1CC(c2ccco2)=NN1c1ccccc1 (configuration not stated)	18%	-12%	-4.3	-2%	-4.3	-24%	-1	16%
CC1CN(c2ccc(Cl)cc2)c2nc3c(c(=O)[nH]c(=O)n3C)n2C1 (configuration not stated)	9%	10%	-4.0	-5%	-1.5	-2%	4	7%
CCOc1cc(C=O)cc(Cl)c1OCC(N)=O	3%	-2%	1.0	-30%	0.4	-1%	-19	-8%
c1cc2c(cnc3cscc32)s1	5%	-14%	-0.2	1%	0.9	4%	-3	-2%
Cc1cc(C)cc(N(C(=O)Cn2nnc(-c3ccccc3)n2)C(C(=O)NC2CCCCC2)c2ccccn2)c1 (configuration not stated)	-5%	10%	0.5	-6%	-2.1	-1%	12	3%
CCCCOc1ccc(C(=O)NCC(=O)NCC(c2ccc(OC)cc2)N2CCOCC2)cc1 (configuration not stated)	5%	2%	-1.7	-5%	0.5	5%	4	-18%
COc1ccc(S(=O)(=O)N2CCOCC2)cc1NC(=O)COC(=O)C1CC2CCCC(C1)C2=O (configuration not stated)	6%	-3%	1.0	-9%	-2.5	-11%	-1	-3%
Cc1cc(C(C)(C)C)oc1C(=O)NCCCNC(=O)c1oc(C(C)(C)C)cc1C	-10%	-3%	-4.1	-4%	-0.2	3%	2	9%
O=C(O)/C=C\c1cn(-c2ccccc2)nc1-c1cc2ccccc2o1	-6%	-20%	3.7	-25%	-0.7	-11%	7	-14%
CCN(CCn1cccn1)Cc1nc(-c2ccc(C(=O)OC)cc2)no1	-1%	-2%	-3.7	-4%	2.4	-31%	-2	4%
O=C(O)C1CCCN1S(=O)(=O)c1cccc(S(=O)(=O)N2CCCC2C(=O)O)c1 (configuration not stated)	2%	12%	-0.9	0%	-3.8	-1%	-5	-14%
O=C(O)C(c1ccccc1)C(O)c1ccc2c(c1)OCO2 (configuration not stated)	5%	-3%	0.4	0%	0.2	-9%	5	-3%
C(=C\c1ccccc1)/CN1CCN(C(CCc2ccccc2)c2nnnn2C2CCCC2)CC1 (configuration not stated)	12%	-9%	0.6	4%	-0.4	-8%	2	2%
Cc1ccnc(NC(=O)C2COc3ccccc3O2)c1 (configuration not stated)	7%	0%	1.2	-5%	-0.5	5%	5	4%
c1ccc2c(c1)CCc1c(-c3ccncc3)n[nH]c1-2	2%	?	-0.4	-1%	-0.4	-1%	-2	-2%
CCCCn1nc(C(=O)NNC(=O)c2ccncc2)c2ccccc2c1=O	13%	-17%	-1.7	-5%	0.4	-25%	-5	?
Cc1cccc(NC2SC(=O)N(c3ccccc3)C2=O)c1 (configuration not stated)	6%	-4%	-1.4	-5%	-1.2	-6%	/	4%
CCN(CC(=O)Nc1ccc(NC(C)=O)cc1)C(=O)c1ccccc1Sc1ccccc1C#N	0%	?	-0.2	-19%	0.1	-10%	-1	-9%
CC(=O)Nc1ccc(S(=O)(=O)N(CC(=O)NCC2CCCO2)Cc2ccccc2Cl)cc1 (configuration not stated)	-5%	5%	1.0	1%	-1.8	8%	0	2%
CC1Cc2cc(S(=O)(=O)N3CCN(c4cccc(Cl)c4)CC3)ccc2N1C(=O)C1CC1 (configuration not stated)	7%	2%	0.9	-8%	-3.3	13%	3	1%
COc1ccc(NC2CC(=O)N(c3ccccc3)C2=O)cc1 (configuration not stated)	2%	-3%	-1.9	-5%	0.5	2%	-4	-4%
O=C(CNC(=O)c1ccccc1)N/N=C/c1cccs1	10%	-11%	0.9	-6%	-0.7	-3%	-3	-7%
COc1ccc(CN2C[C@@H](CO)O[C@@H](n3cnc4c(NCc5cc(OC)c(OC)c(OC)c5)ncnc43)C2)cc1	10%	-14%	-0.3	-12%	0.4	11%	-1	-4%
O=C(Cc1ccccc1F)Nc1ccc(S(=O)(=O)Nc2ncccn2)cc1	1%	7%	1.3	-8%	0.8	12%	-4	7%
Cc1ccc2oc(=O)cc(CN3CC(C)OC(C)C3)c2c1 (configuration not stated)	9%	-14%	-0.2	3%	3.0	-1%	1	4%
CC(=O)Nc1ccc(C(=O)N2CCCCC2c2cc(C(=O)NC(C)C)no2)cc1 (configuration not stated)	4%	-3%	0.8	-2%	-0.1	-4%	-1	7%
COc1cc(/C=C/c2noc(-c3ccccc3O)n2)ccc1OC(C)=O	13%	13%	-1.1	-5%	-0.2	-15%	1	7%
Cn1ccc(=O)c2cc([N+](=O)[O-])ccc21	14%	7%	0.9	0%	-1.8	9%	-8	-4%
Cc1cccc(OCC(=O)Nc2ccc(S(=O)(=O)Nc3ccccn3)cc2)c1	-3%	27%	-0.4	-17%	-1.8	3%	3	4%
O=S1(=O)CC(O)C(N=Nc2c(O)n(Cc3ccccc3)c3ccccc23)C1 (configuration not stated)	2%	0%	1.3	13µM*	-2.7	-5%	?	-6%
c1ccc(CNc2nc(-c3cccnc3)cs2)cc1	2%	1%	-1.6	-10%	0.3	2%	0	3%
O=C(COc1ccccc1)OC(C(=O)c1ccccc1)c1ccccc1 (configuration not stated)	7%	-12%	-7.2	-12%	-0.4	-5%	-1	14%
COc1ccc(CCNc2c([N+](=O)[O-])c(=O)oc3ccccc23)cc1OC	3%	-5%	-1.3	3%	1.3	1%	-2	-9%
C=CCNC(=S)N/N=C(\C)c1cccc(OC)c1	3%	-1%	2.4	-7%	-4.5	-19%	3	-1%
CCOC(=O)c1csc(NC(=O)c2ccc(S(=O)(=O)N3CCCC3)cc2)n1	-3%	-3%	-2.2	-14%	0.1	0%	/	5%
O=[N+]([O-])c1ccc(O)c(C=Nc2cccc3ncccc23)c1	1%	-16%	-0.3	-21%	-1.6	-7%	-29	-3%
O=C(NCC1CCCO1)c1nn2c(C(F)(F)F)cc(-c3cccs3)nc2c1Cl (configuration not stated)	9%	6%	-6.8	-11%	4.2	-6%	-10	4%

The closing 3 entries of the section above come first, to join the parts.
Structure	EPAC2 agonist	EPAC1 antagonist	CCT chaperon mod	PLK1 PBD inh	IL2 activator	WRN helicase inh	PI5P4Ka inh	EPAC1 agonist
CCOC(=O)c1csc(NC(=O)c2ccc(S(=O)(=O)N3CCCC3)cc2)n1	-3%	-3%	-2.2	-14%	0.1	0%	/	5%
O=[N+]([O-])c1ccc(O)c(C=Nc2cccc3ncccc23)c1	1%	-16%	-0.3	-21%	-1.6	-7%	-29	-3%
O=C(NCC1CCCO1)c1nn2c(C(F)(F)F)cc(-c3cccs3)nc2c1Cl (configuration not stated)	9%	6%	-6.8	-11%	4.2	-6%	-10	4%
Nc1ccc(C(=O)OCC(=O)Nc2cc([N+](=O)[O-])ccc2F)cc1	20%	-14%	-0.6	-11%	-0.7	6%	-3	-10%
O=C(O)c1c(-n2cccc2)sc2c1CCCC2	7%	11%	0.0	-16%	-2.7	2%	0	5%
O=C(NCCN1C(=O)S/C(=C\c2ccc(Cl)c(Cl)c2)C1=O)C1COc2ccccc2O1 (configuration not stated)	0%	1%	-0.3	-15%	-1.5	-9%	10	18%
Cc1ccccc1OCc1nc2ccccc2[nH]1	2%	-20%	1.5	27µM*	0.0	6%	-10	-2%
O=C(CN1CCC(c2nc3ccccc3s2)CC1)NCc1cccs1	13%	1%	-1.8	-4%	2.3	-5%	/	8%
COc1ccc(CN(C)Cc2nc3cc(OC)c(OC)cc3c(=O)[nH]2)c(OC)c1	6%	-19%	3.5	4%	-1.6	-7%[57.1 µM]	-1	4%
CCN(CC(=O)Nc1c(F)cccc1F)C(=O)c1ccc(=O)n(C)n1	4%	-5%	0.0	-6%	-2.1	0%	-2	7%
NS(=O)(=O)c1ccc(N/N=C2/CCCCC2C2CCCCC2)c([N+](=O)[O-])c1 (configuration not stated)	7%	-25%	-2.1	-14%	0.1	-32%	1	12%
CCn1c(O)c(C=Nc2ccccc2)sc1=O	8%	11%	-2.0	-3%	-1.6	1%	-12	6%
Cc1cccc(Nc2nc(N3CCN(C)CC3)nc(N)c2[N+](=O)[O-])c1	-16%	8%	1.1	0%	0.4	2%	9	-1%
CN(CC(=O)Nc1cccc(F)c1)C(=O)c1ccc(OCc2ccccc2)cc1	-6%	-20%	3.0	8%	0.6	0%	-3	-10%

Screening data as filed in PubChem.
